# IEC-6 tox = cytotoxicity in IEC-6 intestinal epithelial cells, primary screen, cytotoxicity control for KLF5 inhibitor project, cell-based, luminescence. IEC-6 cytotoxicity, luminescence viability. inhibition, % at 5 µM. 290,000 compounds, 0.78% hits; in the data active = inhibition above about 22%;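 note: 0% = plate median of test compound wells and 100% = cytotoxic reference compound wells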
# GSK3beta inhib = human GSK3beta kinase inhibitors, primary screen, biochemical, cell-free homogeneous, HTS; Glycogen synthase kinase-3 beta (Homo sapiens), P49841; GST-GSK3beta kinase, ADP-Glo luminescence, 60 min; active compounds read low; activity score (negative = inhibition), % at 10 µM; 300,000 compounds, 0.038% hits; AID 2097, 2009;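 active = more than half of replicate wells score below -50%, meaning over 50% inhibition versus plate controls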;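 note: 0% = median DMSO wells and -100% = median GW8510 positive control wells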
# Target sequence (P49841 whole entry, looked up): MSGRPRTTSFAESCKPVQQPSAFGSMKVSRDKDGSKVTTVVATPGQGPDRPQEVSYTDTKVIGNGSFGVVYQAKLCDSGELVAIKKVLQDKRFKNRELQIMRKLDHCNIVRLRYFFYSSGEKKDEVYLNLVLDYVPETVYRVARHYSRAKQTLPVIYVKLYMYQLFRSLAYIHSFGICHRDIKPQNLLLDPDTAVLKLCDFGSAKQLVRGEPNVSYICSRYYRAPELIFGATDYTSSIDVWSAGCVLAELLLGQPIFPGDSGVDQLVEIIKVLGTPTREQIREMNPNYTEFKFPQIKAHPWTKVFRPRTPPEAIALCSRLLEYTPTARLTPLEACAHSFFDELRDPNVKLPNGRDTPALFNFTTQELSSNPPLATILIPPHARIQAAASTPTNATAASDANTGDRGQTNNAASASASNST
#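 Assay system: GST-tagged human GSK3beta kinase, cell-free; Input: 1.6 ng GSK3beta; Medium: Tris/MgCl2 kinase buffer; Timing: 60 min enzyme reaction, room temperature; Signal: ADP-Glo luminescence quantifying ADP generated by kinase; Evaluation: score relative to plate controls; Benchmarks: DMSO neutral wells and GW8510 at 20 µM as positive.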
# HSF1 inhib = HSF1 inhibitors in luciferase reporter cells, primary screen, cell-based, NIH3T3, luminescence | 300,000 compounds, 0.77% hits | NIH3T3-HGL HSE-luciferase, MG132-induced, luminescence 8 h; active compounds read low | AID 2098, 2009 | activity change, negative = inhibition, % at 7.5 µM (by protocol);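 active = more than half of replicate wells show activity change below -50%, luminescence cut by over half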;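 note: luciferase reports HSF-1 transcriptional activity via heat shock element; 0% = median of DMSO wells and -100% = zero luminescence signal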
# HSF-1 act = HSF-1 activators, primary screen, NIH3T3-HGL cells, MG132 stress, luminescence, single point; NIH3T3-HGL HSF-1 luciferase reporter, 8 h; 100% = twice DMSO control signal; activation, % at 9 µM; 300,000 compounds, 1.7% hits;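 active = mean replicate activation of at least 50% with a set share of replicates each reaching 50%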;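 note: 0% = median of the neutral control wells and 100% = twice that signal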
# HIF act = HIF pathway transcriptional activators, primary screen, cell-based, U2OS HRE-luciferase, luminescence. U2OS HRE-luciferase reporter; normalized: DMSO 0%, desferrioxamine 100%. activation, % at 7.5 µM (by protocol). 300,000 compounds, 0.32% hits;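 active = mean activation of at least 10% of the iron chelator positive control signal, with at least half of replicates also reaching 10%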
# KLF5 inhibitor = KLF5 expression inhibitors, primary screen, DLD-1 cells, luminescence. 290,000 compounds, 0.23% hits. DLD-1 KLF5 promoter-luciferase reporter. AID 1700, 2009. inhibition, % at 5 µM;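 active = inhibition above a per-plate limit of that plate's mean compound inhibition plus 3 SD, cut at about 60% in these data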;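 note: 0% = DMSO wells and 100% = LY294002 at 200 µM; higher means less KLF5 promoter-driven luciferase light; inactives centre near -14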
# HSP90 refold inh = HSP90 inhibitors, primary screen, cell lysate, luminescence. Heat shock protein HSP 90 (rabbit reticulocyte lysate; luciferase refolding). Rabbit reticulocyte lysate, luciferase refolding luminescence, 3 h. inhibition, % at 5.6 µM. 290,000 compounds, 0.91% hits. AID 1789, 2009;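 active = inhibition above the screen-wide mean plus 3 SD, computed separately per campaign, cut at about 16% in these data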;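 note: 0% = DMSO wells and 100% = 60 µM geldanamycin wells; inhibitors lower the luminescence because luciferase stays unfolded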
# AI-2 QS mod = Vibrio harveyi AI-2 quorum sensing modulators, primary screen, JMH597 strain, luminescence/OD600 ratio; Vibrio harveyi JMH597 AI-2 luminescence/OD600 ratio, 9 h; active compounds read low; strain lacks LuxN and CqsS sensors; 0 = neutral-control median; activity change, % at 7.5 µM; 300,000 compounds, 0.4% hits; AID 2094, 2009; in the data active = activity change below about -75%, passing the limit was not always enough;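 note: luminescence divided by OD600 gain over 9 h not by final OD600 alone; inactives centre near 13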
# aSyn UTR inh = MLPCN primary screen, SNCA 5' untranslated region | alpha-synuclein 5'UTR reporter, inhibitor activity | 300,000 compounds, 0.82% hits | inhibition, % (tested at 7.5 µM); in the data active = inhibition above about 60%;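 note: H4 neuroglioblastoma cells stably carrying SNCA 5'UTR luciferase fusion; 0% = DMSO wells and 100% = positive control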
# GSK3 alpha inh = blockers of GSK3A enzyme activity – biochemical, luminescence, cell-free homogeneous, HTS, primary screen | GSK-3 alpha kinase, ADP-Glo luminescence, 60 min | inhibition, % at 10 µM | 320,000 compounds, 0.1% hits;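 in the data active = inhibition above about 50%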;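 note: GST-tagged GSK-3 alpha with peptide substrate and 25 µM ATP; 0% = DMSO neutral wells and 100% = GW8510 positive control wells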
# Target sequence (P49840 whole entry, looked up): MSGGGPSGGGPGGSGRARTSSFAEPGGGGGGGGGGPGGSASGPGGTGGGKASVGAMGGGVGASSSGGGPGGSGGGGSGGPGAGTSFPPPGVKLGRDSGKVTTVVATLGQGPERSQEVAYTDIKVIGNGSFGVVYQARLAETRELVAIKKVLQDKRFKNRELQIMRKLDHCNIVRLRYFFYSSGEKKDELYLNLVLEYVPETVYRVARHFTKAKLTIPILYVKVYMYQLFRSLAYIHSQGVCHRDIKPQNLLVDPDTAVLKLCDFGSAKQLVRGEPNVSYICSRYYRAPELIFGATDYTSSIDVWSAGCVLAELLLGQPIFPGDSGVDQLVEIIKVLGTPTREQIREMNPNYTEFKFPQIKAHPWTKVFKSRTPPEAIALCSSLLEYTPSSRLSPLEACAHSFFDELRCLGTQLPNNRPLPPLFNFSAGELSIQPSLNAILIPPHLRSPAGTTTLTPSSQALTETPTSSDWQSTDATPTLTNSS
# * hit, by the source's call; x = no result given.
SMILES,IEC-6 tox,GSK3beta inhib,HSF1 inhib,HSF-1 act,HIF act,KLF5 inhibitor,HSP90 refold inh,AI-2 QS mod,aSyn UTR inh,GSK3 alpha inh
CCCNc1cc(C)oc(=O)c1C(=O)CCC,-1.0,-3.8,-5.9,-22.9,-0.2,-13.1,0.2,7.7,10.4,-1.1
Clc1cnc2nc(SC/C=C/c3ccccc3)[nH]c2c1,1.5,-2.1,18.1,12.6,-0.1,-14.9,-1.1,3.2,-53.6,-2.4
COc1ccc(-n2nc(C(=O)NCC(=O)N3CCC(C)CC3)c3ccccc3c2=O)cc1,5.6,0.3,7.2,29.1,1.1,-48.5,1.2,45.7,-60.4,2.1
COc1cccc(CN(C)C(=O)Cc2ccc(OC)c(S(=O)(=O)N3CCOCC3)c2)c1,x,1.8,-4.1,-9.2,-0.2,x,x,14.4,-2.6,-2.4
O=C(NCCc1cccc(Cl)c1)c1cccc([N+](=O)[O-])c1,4.8,-1.1,0.5,5.1,0.6,-45.4,3.5,1.8,-42.6,-1.0
Cc1ccc(C(=O)N2CCN(c3ccc(NC(=O)CSc4ccc(Cl)cc4)cc3)CC2)cc1,-2.6,1.0,2.9,-5.2,1.4,-11.3,-4.7,13.1,-15.0,2.1
COC(=O)c1cc(NC(=S)Nc2cc(Cl)cc(Cl)c2)cc(C(=O)OC)c1,2.8,0.0,0.6,8.2,0.1,-16.3,-0.4,26.2,7.1,4.2
COc1cc(C(=O)Nc2ccc3nc4n(c(=O)c3c2)CCCC4)ccc1Br,0.4,3.9,-4.2,10.4,0.4,-4.2,-1.9,13.7,-10.1,-1.1
CCOc1cc(-c2noc(CCC(=O)N3CCOCC3)n2)ccc1OC,-4.8,0.3,0.9,-2.1,0.0,-31.7,5.1,13.5,16.8,3.5
CC1(C)CC(=O)CC(=Nc2ccc(C(=O)O)cc2)C1,-3.3,-1.4,-0.7,20.1,-0.3,-27.8,-0.6,17.7,-11.5,x
COC(=O)Nc1ccc(S(=O)(=O)N2CCC(C)CC2)cc1,4.2,-0.5,-1.7,1.0,-0.4,-1.7,-1.0,51.3,10.4,x
COc1ccc(S(=O)(=O)Nc2cccc(N(C)S(C)(=O)=O)c2)cc1Br,1.1,-0.7,5.6,29.3,0.3,-22.5,-0.3,-4.4,49.6,0.1
CCN(CC)CC(=O)Nc1scc2c1c(=O)oc1ccccc12,1.0,5.9,16.2,15.1,2.6,-7.7,1.3,9.0,-124.4,0.8
COc1ccc(Nc2nc(C)c3ccccc3n2)cc1,10.3,-3.4,6.0,16.5,3.4,-129.5,0.2,21.1,-110.7,-0.8
O=C(COC(=O)CCc1ccc(S(=O)(=O)N2CCOCC2)cc1)NCc1ccc(Cl)cc1,4.1,-1.6,-1.2,-6.0,-0.2,-8.8,1.9,13.1,8.3,-3.2
Cc1cccc(N2CCN(Cc3c(C)n(C)n(-c4ccccc4)c3=O)CC2)c1C,-2.4,0.5,-3.0,-18.8,0.1,1.9,1.8,26.8,9.6,-0.9
CN(c1ccc(C(=O)NCC2CCCO2)cc1)S(=O)(=O)c1ccccc1 (stereo not drawn),-5.1,0.7,-5.5,-6.3,-0.2,-14.4,-0.4,19.2,-9.0,4.3
C=CCOn1c(-n2nc(C)cc2C)nc2ccccc2c1=O,0.8,1.4,-3.5,-14.4,1.2,-20.7,-0.2,7.1,19.6,-1.0
O=C(NCc1cccs1)c1ccc(N2CCCCC2)nc1,8.3,-2.2,14.4,25.3,2.4,11.3,6.0,34.0,-131.4,2.7
Nc1nc(Sc2ccc(C(F)(F)F)cc2[N+](=O)[O-])n[nH]1,-1.4,-7.6,2.0,1.5,-1.3,-2.9,1.9,36.6,14.4,1.1
O=C(NCC(c1ccco1)N1CCCCC1)c1cccc(NS(=O)(=O)c2ccc(Br)cc2)c1 (stereo not drawn),x,3.0,4.5,-21.8,0.2,x,x,21.6,1.3,0.3
O=C(O)C1CCCCC1C(=O)NCc1ccccn1 (stereo not drawn),5.0,-0.6,-6.8,-4.1,-0.2,2.2,3.5,12.3,12.0,-1.9
Cc1cccc(N2CCN(C(=O)c3ccc4nc[nH]c4c3)CC2)c1C,5.9,-4.1,-1.3,9.0,0.1,-2.5,5.5,-12.1,-11.4,0.9
COC(=O)CN1C(=O)CSc2ncccc21,0.0,4.8,-1.1,-0.8,-0.3,-17.3,2.3,8.0,-4.5,x
Cc1cc(C)nc(SCC(=O)c2ccc(O)c(O)c2)n1,4.8,-2.2,7.2,9.6,0.0,-29.4,-1.7,4.3,-22.7,1.8
# Remaining list, next part.
SMILES,IEC-6 tox,GSK3beta inhib,HSF1 inhib,HSF-1 act,HIF act,KLF5 inhibitor,HSP90 refold inh,AI-2 QS mod,aSyn UTR inh,GSK3 alpha inh
Cc1ccc(NC(=S)Nc2ccccn2)cc1C,15.9,1.3,25.5,39.5,2.8,-41.0,-1.5,23.0,-112.0,3.3
COc1cccc(CN2CCNC(=O)C2CC(=O)NCc2cc(C(C)C)no2)c1 (stereo not drawn),6.5,-0.4,1.0,5.6,-0.2,-2.0,-0.3,10.6,-14.6,-1.1
O=C(O)CCc1ccc(-c2ccccc2)n1-c1ccc(C(=O)O)cc1,-3.2,0.4,-9.5,24.6,-3.7,-46.0,-1.7,17.7,1.1,-2.4
O=[N+]([O-])c1cc(C(F)(F)F)ccc1NCCc1ccncc1,2.8,-3.1,0.5,2.8,0.6,-6.9,5.0,4.3,16.8,-0.6
O=C(NCc1cccnc1)c1cc(S(=O)(=O)N2CCCC2)c(Cl)cc1Cl,-0.2,-1.9,-4.2,13.6,-8.6,-10.5,4.3,21.7,7.2,x
Cc1ccccc1NS(=O)(=O)c1ccc(OCCNS(C)(=O)=O)cc1,-0.6,-4.0,-7.2,-4.6,-0.2,1.0,-1.9,3.7,7.5,-1.4
CC(C)c1ccc(NCCC(=O)c2ccc(Br)cc2)cc1,8.2,1.0,-7.0,-23.1,0.5,-8.6,-1.3,15.8,-23.7,-0.1
O=C(Nc1ncc(S(=O)(=O)c2ccc([N+](=O)[O-])cc2)s1)c1cccnc1,-0.3,24.8,-2.0,21.7,-0.2,-24.6,0.1,14.3,-49.8,9.0
CCC(=O)OCC(=O)Nc1cc(S(=O)(=O)N(C)C)ccc1Cl,-12.4,2.7,-8.5,-0.7,-0.3,-12.4,-1.6,20.9,-10.4,x
Cc1ccsc1/C=N/NC(=O)c1nnn(-c2nonc2N)c1-c1ccccc1,-1.9,-10.9,-4.2,0.0,0.6,12.7,-2.8,18.7,-4.5,20.9
O=C(Cc1ccccc1)NNC(=O)Nc1ccccc1,5.3,-3.0,4.2,-3.2,0.8,-12.4,3.2,17.9,-0.4,-1.4
Cc1ccc(S(=O)(=O)NNC(=O)C2CC=CCC2C(=O)O)cc1 (stereo not drawn),-8.6,2.1,-4.0,12.1,0.3,-10.6,-2.6,2.2,5.3,2.0
NC(=O)c1ccc(NCc2ccco2)c([N+](=O)[O-])c1,-1.7,0.4,-5.6,-3.9,-0.1,9.2,-1.2,51.0,-1.0,5.9
O=C(N/N=C/c1ccc(OC(=O)c2ccccc2Cl)cc1)c1ccc(O)cc1,4.9,-3.3,30.1,49.8,0.6,-34.3,0.8,19.7,-1.6,-2.4
Cc1ccc(NC(=O)CN2CCc3cc4c(cc3C2)OCCCO4)cc1,-1.0,1.0,0.0,33.7,-0.1,-13.5,0.3,5.2,-27.7,-2.1
Cc1cccc(NC(=S)NNC(=O)c2ccc(Br)o2)c1,-3.5,-7.7,2.4,15.4,0.8,-43.0,-3.3,-7.2,-16.6,-6.3
COc1ccc(S(=O)(=O)N(C)CC(=O)Nc2ccc(C(N)=O)cc2)cc1OC,5.7,3.1,2.3,2.2,-0.2,-15.7,5.0,8.5,12.2,-0.4
CCn1c(=O)c(=O)[nH]c2cc(C(=O)N(C)Cc3ccc(OC)c(F)c3)ccc21,-3.6,-2.1,2.5,9.1,0.4,-27.8,-1.8,0.9,-3.8,-0.4
CCCCNC(=O)CN1C(=O)NC(CCc2ccccc2)C1=O (stereo not drawn),4.6,-4.3,2.5,-5.8,0.1,-40.9,-1.9,8.3,-12.9,-1.2
CCC(C)NC(=O)CSc1ccc(NC(C)=O)cc1 (stereo not drawn),-2.2,-3.8,-8.4,0.0,-0.4,-55.6,0.4,13.3,14.4,-0.3
Cc1noc(C(=O)NCc2ccccc2)c1Cl,-2.8,-2.1,-2.9,4.6,0.2,-2.3,-1.2,-8.1,-24.5,-0.3
Cc1c2cnn(CC(=O)NCCN3CCOCC3)c(=O)c2c(C)n1Cc1ccc(F)cc1,3.9,-2.9,0.1,-20.3,-0.4,-4.2,1.6,11.4,3.1,-0.8
C=CCn1c(SCC(=O)NCCCC)nc2scc(-c3ccco3)c2c1=O,3.1,-0.1,32.1,10.0,0.0,9.3,4.5,29.4,5.2,-1.4
CN1C(=O)C2C(c3ccc(N(C)C)cc3)NN(Cc3ccccc3)C2C1=O (stereo not drawn),0.6,1.4,5.7,-2.0,0.4,-26.1,-2.0,26.6,-26.0,-1.0
COc1ccccc1-c1cc(C(=O)O)c2c(=O)n(C)c(=O)n(Cc3ccccc3)c2n1,-1.2,-1.5,1.9,-1.4,-0.8,10.4,5.5,9.1,-5.3,-1.5
CCCCN(CCCC)CCNC(=O)CN1C(=O)COc2ccc(S(=O)(=O)N3CCOCC3)cc21,5.3,1.1,-1.7,-0.1,0.1,-25.5,-2.5,6.2,6.1,1.3
CC(O)Cn1nc([N+](=O)[O-])nc1N (stereo not drawn),0.2,1.3,-11.4,-7.6,-0.3,3.1,2.8,-8.7,18.0,-2.5
COc1ccc(NC(=O)CCCn2nc(C)c3c(C)n(-c4ccccc4)nc3c2=O)cc1OC,2.3,1.8,-5.4,0.9,0.2,-27.4,-2.0,11.2,19.2,-2.9
O=C(NC1CCCc2ccccc21)C1CCN(S(=O)(=O)c2cnc[nH]2)CC1 (stereo not drawn),1.8,x,-7.2,-25.3,-0.1,-4.8,1.8,x,12.1,0.1

# Three compounds already listed, sorted by the number in KLF5 inhibitor, ascending.
Molecule	GSK3beta inhib	HSF1 inhib	HSF-1 act	KLF5 inhibitor	HSP90 refold inh	AI-2 QS mod	aSyn UTR inh	GSK3 alpha inh
COc1ccc(NC(=O)CCCn2nc(C)c3c(C)n(-c4ccccc4)nc3c2=O)cc1OC	1.8	-5.4	0.9	-27.4	-2.0	11.2	19.2	-2.9
O=C(Nc1ncc(S(=O)(=O)c2ccc([N+](=O)[O-])cc2)s1)c1cccnc1	24.8	-2.0	21.7	-24.6	0.1	14.3	-49.8	9.0
O=C(NCc1cccnc1)c1cc(S(=O)(=O)N2CCCC2)c(Cl)cc1Cl	-1.9	-4.2	13.6	-10.5	4.3	21.7	7.2	x

# Compound activity from PubChem.
